Screening results from PubChem BioAssay.
Tb PFK inh = qHTS Assay to Find Inhibitors of T. brucei phosphofructokinase | Potency, µM (doses to about 57.5 µM), inactives show at the top dose activity, negative = inhibition, hits mostly inhibitors | T. brucei PFK, ADP-Glo luminescence | 330,000 compounds, 0.17% hits | AID 485367, 2010;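 also: potency is read from the fitted curve at half-maximal effect; 0% = uninhibited 1x PFK enzyme wells and -100% = no-enzyme wells; nearly all actives have a fitted effect of over 60% in size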
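Luminescent ADP detection (ADP-Glo, two-step: ATP depletion then ADP-to-ATP conversion for luciferase) reported PFK activity after 45 min room-temperature reaction of 1.25 nM enzyme with 0.5 mM F6P and 0.1 mM ATP at pH 8.0.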
Giardia killer = Small Molecules that selectively kill Giardia lamblia: qHTS. AID 540267, 2011. Giardia lamblia trophozoite viability. activity change, % at 7.66 µM, hits read low. 340,000 compounds, 0.15% hits; in the data active = activity change below about -80%; inconclusive = between about -30% and that limit;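 also: parasites exposed to compound for two days anaerobically before the ATP read; % is scaled to controls: 0 for no effect and ±100 for the full control effect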
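Anaerobic 48 hrs incubation at 37 deg C of 100 trophozoites/well with test compounds; ATPLite 1-Step luminescence, 15-30 min RT, reports cellular ATP as viability.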
TSHR antagonist = Antagonists of the Thyroid Stimulating Hormone Receptor: HTS campaign; 330,000 compounds, 0.2% hits; TSHR-expressing cells, TSH-stimulated cAMP HTRF, 2 h; hits give low values; AID 504810, 2011; Thyrotropin receptor (Homo sapiens), P16473; activity change, negative = inhibition, % at 11.5 µM;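 active = activity change below a set negative limit, meaning inhibition stronger than a set level, cut at about -70% in these data; inconclusive = activity change between two set negative limits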; also: % is scaled to controls: 0 for no effect and ±100 for the full control effect
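Cell-based HTRF cAMP assay; TSHR cells + compound, TSH EC80 (4nM final), 2 h, 37 deg C. Lysis with anti-cAMP cryptate and cAMP-d2, 30 min RT, read 665/620 nm.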
Coupling enz = qHTS Assay for Inhibitors of Fructose-1,6-bisphosphate Aldolase from Giardia Lamblia: Coupling assay counterscreen | coupling enzyme system counterscreen, AmpLite Red fluorescence | activity change, negative = inhibition, % at 58.2 µM, hits read low | 290,000 compounds, 0.67% hits; in the data active = activity change below about -30%; also: % is scaled to controls: 0 for no effect and ±100 for the full control effect
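Counterscreen of the coupled detection system alone, without aldolase: glyceraldehyde-3-phosphate coupling enzymes plus AmpLite Red readout. Compounds at 57.5 uM final, 10 min RT preincubation, 20 min RT reaction, fluorescence 525/598 nm.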
GALK inhibitor = qHTS Assay for Inhibitors of Human Galactokinase (GALK) | 270,000 compounds, 0.007% hits | P51570 | Purified GALK, Kinase-Glo residual ATP luminescence | Potency, µM (top dose mostly 57.5 µM), without a hit: top-dose activity change, negative = inhibition, usual class: inhibitors; also: potency is read from the fitted curve at half-maximal effect; % is scaled to controls: 0 for no effect and ±100 for the full control effect
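Compounds were pin-transferred into ATP buffer (35 uM final), then GALK plus galactose (5 nM, 100 uM final) was added. After 1 h at room temperature, Kinase-Glo Plus was added and luminescence read after 10 min.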
TCR activator = Activators of T cell receptors: qHTS campaign; primary human leukocytes, anti-CD3, IL-2 HTRF, 48 h; 330,000 tested, under 10 active; Potency, µM (highest dose often 9.22 µM), for inactives: at the highest dose activation of IL-2 secretion, most hits filed as activators; also: % of control where 0% means no effect
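Primary human leukocytes were stimulated with a-CD3 beads plus compounds for 48 hr without co-stimulation; secreted IL-2 was quantified by HTRF using a-IL-2-K (europium cryptate) and a-IL-2-d2, excited at 320nm with acceptor emission read at 665nm.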
BCR signal inh = qHTS Assay to Find Inhibitors of Chronic Active B-Cell Receptor Signaling. ABC-DLBCL IkBa-CBG/CBR reporter, luminescence ratio, 4 h. Potency, µM (top dose mostly 46.1 µM), for the others: at the top dose ratio change, negative = lower green/red ratio, hits mostly inhibitors. 340,000 compounds, 0.05% hits; active = well fitted inhibition curve with a large enough effect in the signal ratio, with a control signal flat, not every such curve was filed as active; inconclusive = small, poorly fitted or top-dose-only effect, or effect the other way, or a change in a side signal; the % refers to the signal ratio;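 also: potency is read from the fitted curve at half-maximal effect; plate controls were basal doxycycline-induced cells for no effect and cells given 10 µM MG132 for full effect; MG132 reads +100%, hits lower the ratio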
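Concentration-response series (up to 46 uM) were applied to TMD8 dual-reporter cells for 4 h at 37C with doxycycline. Green/red ratio, after filter-overlap correction, defined %Activity; red signal alone was normalised to basal cells and zero luminescence.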
AT treatment = qHTS Assay for Identifying a Potential Treatment of Ataxia-Telangiectasia; […] A-T fibroblasts, KAP-1 phosphorylation AlphaLISA; neocarzinostatin DNA damage 30 min before lysis; Potency, µM (doses to about 57.5 µM), without a hit: top-dose activation, actives largely listed as activators; 320,000 compounds, 0.19% hits; AID 485349, 2010; also: potency is read from the fitted curve at half-maximal effect; % of control where 0% means no effect; nearly all actives have a fitted effect of over 45% in size
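ATM-like activity read as KAP-1 phosphorylation via AlphaLISA donor/acceptor antibody pairs after lysis and 6 hr at 25C. Cells were ATM-null patient fibroblasts ([…], hTERT), dosed 60 min, then exposed to the DSB inducer NCS for 30 min.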
hERG WT inh = qHTS for Inhibitors of KCHN2 3.1: Wildtype qHTS; Voltage-gated inwardly rectifying potassium channel KCNH2 (Homo sapiens), Q12809; U2OS, BacMam KCNH2, thallium flux FluxOr; hits give low values; activity change, % at 1.84 µM; 340,000 compounds, 0.37% hits; AID 720551, 2013;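 active = maximum activity change below -70%; inconclusive = maximum activity change between -70% and -50%; inactive = maximum activity change above -50%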; also: % is scaled to controls: 0 for no effect and ±100 for the full control effect
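U2OS cells were transduced with wild-type KCNH2 virus (2.03 x 10^8 / mL) for 4 h at room temperature, then cultured overnight at 37 C. Thallium flux was read with FluxOr dye. Rate constants were normalized to DMSO controls.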
MLL CXXC-DNA inh = qHTS Fluorescence Polarization Assay for Inhibitors of MLL CXXC domain - DNA interaction; Histone-lysine N-methyltransferase 2A (Homo sapiens), Q03164; MLL-CXXC / FITC-HOXA9 DNA fluorescence polarization; AID 2662, 2010; 290,000 compounds, 0.037% hits; Potency, µM (titrated, usually from 115 µM), for the others: at the top dose activity change, negative = inhibition, most hits filed as inhibitors; active = well fitted inhibition curve with a large enough effect in the polarisation, with a control signal flat, not every such curve was filed as active; inconclusive = small, poorly fitted or top-dose-only effect, or effect the other way, or a change in a side signal; inactive = no such curve, though single readings can be large or run the other way; the % refers to the polarisation; also: potency is read from the fitted curve at half-maximal effect
Target sequence (Q03164 whole entry, looked up, the tested form may be a part): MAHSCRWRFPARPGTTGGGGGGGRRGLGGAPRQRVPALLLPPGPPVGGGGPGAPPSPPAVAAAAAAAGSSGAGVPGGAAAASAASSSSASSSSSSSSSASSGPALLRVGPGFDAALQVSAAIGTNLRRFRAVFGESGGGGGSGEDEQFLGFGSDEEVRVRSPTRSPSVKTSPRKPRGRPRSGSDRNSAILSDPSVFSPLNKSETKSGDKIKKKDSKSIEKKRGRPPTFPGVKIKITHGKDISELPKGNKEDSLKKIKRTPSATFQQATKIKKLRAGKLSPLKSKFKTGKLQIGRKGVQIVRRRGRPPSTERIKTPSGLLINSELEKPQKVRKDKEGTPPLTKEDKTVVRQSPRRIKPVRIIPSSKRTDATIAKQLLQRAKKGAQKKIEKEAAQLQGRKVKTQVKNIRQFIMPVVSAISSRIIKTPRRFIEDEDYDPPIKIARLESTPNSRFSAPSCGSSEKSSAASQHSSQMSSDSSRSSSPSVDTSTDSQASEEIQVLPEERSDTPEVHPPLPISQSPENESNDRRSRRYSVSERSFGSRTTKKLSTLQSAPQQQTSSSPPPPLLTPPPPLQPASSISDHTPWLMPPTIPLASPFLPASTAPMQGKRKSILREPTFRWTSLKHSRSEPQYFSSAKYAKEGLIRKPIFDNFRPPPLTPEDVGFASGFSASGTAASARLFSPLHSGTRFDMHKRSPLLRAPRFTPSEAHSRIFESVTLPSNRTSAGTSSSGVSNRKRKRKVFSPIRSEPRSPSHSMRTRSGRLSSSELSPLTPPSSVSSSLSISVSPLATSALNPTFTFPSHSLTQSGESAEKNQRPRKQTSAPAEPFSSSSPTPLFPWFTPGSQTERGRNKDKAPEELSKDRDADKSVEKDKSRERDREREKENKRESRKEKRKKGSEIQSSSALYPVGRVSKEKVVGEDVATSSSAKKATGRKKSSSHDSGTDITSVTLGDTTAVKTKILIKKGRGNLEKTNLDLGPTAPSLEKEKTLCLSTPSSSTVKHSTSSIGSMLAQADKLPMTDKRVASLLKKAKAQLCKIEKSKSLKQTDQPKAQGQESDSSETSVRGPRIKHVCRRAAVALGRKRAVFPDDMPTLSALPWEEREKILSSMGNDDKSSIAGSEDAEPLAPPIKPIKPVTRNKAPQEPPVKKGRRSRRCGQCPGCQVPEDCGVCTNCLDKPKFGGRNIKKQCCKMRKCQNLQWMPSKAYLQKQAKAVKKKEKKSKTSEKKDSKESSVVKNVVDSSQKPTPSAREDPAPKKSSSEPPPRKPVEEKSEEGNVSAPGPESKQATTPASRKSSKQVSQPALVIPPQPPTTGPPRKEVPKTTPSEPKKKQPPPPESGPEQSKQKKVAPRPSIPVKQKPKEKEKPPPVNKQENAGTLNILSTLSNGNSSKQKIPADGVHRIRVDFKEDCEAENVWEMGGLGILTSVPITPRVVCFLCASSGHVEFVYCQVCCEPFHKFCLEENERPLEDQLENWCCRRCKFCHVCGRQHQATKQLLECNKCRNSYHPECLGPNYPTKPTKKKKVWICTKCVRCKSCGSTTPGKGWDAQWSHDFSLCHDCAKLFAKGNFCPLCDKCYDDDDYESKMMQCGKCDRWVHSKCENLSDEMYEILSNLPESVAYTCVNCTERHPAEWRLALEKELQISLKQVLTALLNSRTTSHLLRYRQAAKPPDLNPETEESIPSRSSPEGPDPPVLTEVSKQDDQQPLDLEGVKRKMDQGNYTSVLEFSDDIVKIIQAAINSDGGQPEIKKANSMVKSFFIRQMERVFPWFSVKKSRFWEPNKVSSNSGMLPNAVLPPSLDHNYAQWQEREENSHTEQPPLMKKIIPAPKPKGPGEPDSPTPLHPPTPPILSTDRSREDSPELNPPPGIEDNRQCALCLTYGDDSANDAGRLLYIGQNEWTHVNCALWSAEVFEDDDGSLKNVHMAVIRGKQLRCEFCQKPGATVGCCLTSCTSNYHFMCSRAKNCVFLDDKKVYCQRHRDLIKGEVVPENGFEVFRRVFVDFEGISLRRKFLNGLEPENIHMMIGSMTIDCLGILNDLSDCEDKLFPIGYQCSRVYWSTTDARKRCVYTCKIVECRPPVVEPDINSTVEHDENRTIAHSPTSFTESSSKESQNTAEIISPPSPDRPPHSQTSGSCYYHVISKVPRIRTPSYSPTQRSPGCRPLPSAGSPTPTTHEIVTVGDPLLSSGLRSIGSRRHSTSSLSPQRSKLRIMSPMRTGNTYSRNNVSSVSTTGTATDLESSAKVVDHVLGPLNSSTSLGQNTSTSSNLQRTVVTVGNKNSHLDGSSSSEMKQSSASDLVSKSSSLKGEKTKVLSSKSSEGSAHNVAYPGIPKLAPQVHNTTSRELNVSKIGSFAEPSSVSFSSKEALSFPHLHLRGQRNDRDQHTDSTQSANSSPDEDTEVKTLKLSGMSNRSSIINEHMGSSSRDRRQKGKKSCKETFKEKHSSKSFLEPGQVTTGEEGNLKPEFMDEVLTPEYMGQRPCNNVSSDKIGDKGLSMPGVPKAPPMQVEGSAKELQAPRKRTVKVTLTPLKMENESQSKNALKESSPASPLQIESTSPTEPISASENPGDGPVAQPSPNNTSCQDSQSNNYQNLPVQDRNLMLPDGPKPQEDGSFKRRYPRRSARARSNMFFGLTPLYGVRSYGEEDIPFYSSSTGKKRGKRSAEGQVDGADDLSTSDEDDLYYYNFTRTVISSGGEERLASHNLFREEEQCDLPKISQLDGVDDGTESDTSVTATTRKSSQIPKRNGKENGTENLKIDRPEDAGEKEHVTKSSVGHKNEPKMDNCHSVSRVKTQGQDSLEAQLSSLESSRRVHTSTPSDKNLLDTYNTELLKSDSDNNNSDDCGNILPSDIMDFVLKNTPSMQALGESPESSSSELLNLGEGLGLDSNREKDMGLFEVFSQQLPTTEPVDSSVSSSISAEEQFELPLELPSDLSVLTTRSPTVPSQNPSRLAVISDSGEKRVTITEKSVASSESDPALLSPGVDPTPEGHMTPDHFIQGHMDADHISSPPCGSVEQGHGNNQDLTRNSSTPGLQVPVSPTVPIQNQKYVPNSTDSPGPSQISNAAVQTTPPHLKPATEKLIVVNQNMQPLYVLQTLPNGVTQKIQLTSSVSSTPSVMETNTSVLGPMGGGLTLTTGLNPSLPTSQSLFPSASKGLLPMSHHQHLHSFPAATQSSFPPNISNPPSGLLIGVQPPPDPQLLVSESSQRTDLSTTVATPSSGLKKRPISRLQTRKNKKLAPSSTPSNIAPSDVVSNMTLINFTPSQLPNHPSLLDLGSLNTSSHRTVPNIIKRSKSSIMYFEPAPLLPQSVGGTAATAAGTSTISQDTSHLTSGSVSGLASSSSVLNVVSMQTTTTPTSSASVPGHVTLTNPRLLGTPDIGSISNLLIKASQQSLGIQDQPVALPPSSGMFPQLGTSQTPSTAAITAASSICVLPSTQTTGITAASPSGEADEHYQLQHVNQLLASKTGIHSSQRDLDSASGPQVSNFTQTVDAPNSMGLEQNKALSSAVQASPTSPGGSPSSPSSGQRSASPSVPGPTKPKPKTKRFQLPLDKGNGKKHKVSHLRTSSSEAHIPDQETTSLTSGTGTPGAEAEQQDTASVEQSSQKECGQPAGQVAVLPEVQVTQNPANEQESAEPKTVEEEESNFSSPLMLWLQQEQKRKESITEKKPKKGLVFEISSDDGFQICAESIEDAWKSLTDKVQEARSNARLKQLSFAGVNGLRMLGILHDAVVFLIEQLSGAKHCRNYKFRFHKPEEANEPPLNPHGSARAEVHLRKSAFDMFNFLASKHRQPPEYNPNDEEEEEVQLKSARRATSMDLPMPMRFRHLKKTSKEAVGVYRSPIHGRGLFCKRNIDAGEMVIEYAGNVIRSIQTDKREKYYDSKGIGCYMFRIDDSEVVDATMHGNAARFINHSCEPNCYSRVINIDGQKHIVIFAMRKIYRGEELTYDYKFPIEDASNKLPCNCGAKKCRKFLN
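Fluorescence polarization: 7 uM MLL-CXXC (stock) preincubated 5 min with compounds, then 50 nM fluorescein-HOX-A9 DNA (stock) added; 30 min ambient. Buffer 50 mM Tris-HCl pH 7.5, 50 mM NaCl, 1 mM DTT, 0.05% BSA.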
An asterisk follows results filed as active; ? = inconclusive; / = not tested or not shown; [ ] = dose if it differs, or a comment. Unless noted, calls follow the shape of the dose curve; as a rule, active = well fitted curve in the direction sought with a large enough effect; inconclusive = small, poorly fitted or top-dose-only effect, or another doubt; inactive = no such curve, though single readings can be large; an effect the other way counts as inactive or inconclusive.

Values run as follows: GALK inhibitor	hERG WT inh	AT treatment	Giardia killer	Tb PFK inh	TSHR antagonist	MLL CXXC-DNA inh	TCR activator	Coupling enz	BCR signal inh
#1 O=C(CSc1ccc2nnc(CCNC(=O)c3ccccc3)n2n1)NCCc1ccccc1
    -7%	0	-3%	-8	19%	2	-2%	0%	/	0%
#2 NC1=NC(c2cn[nH]c2-c2ccc(F)cc2)n2c(nc3ccccc32)N1 (stereo not drawn)
    1%	/	5%	/	-4%	-6	-6%	/	-1	0%
#3 COCCn1c(-c2cccc(Br)c2)nc2c(c(=O)c3ccccc3n2C)c1=O
    0%	-3	0%	25	0%	1	-1%	-5%	8	-13%
#4 O=C(O)/C=C/C(=O)Nc1ccc(OCc2ccccc2)cc1
    -1%	-1	8%	4	-1%	-8	2%	2%	14	?
#5 CCCC(=O)n1nc(-c2cccnc2)nc1NCc1ccccc1
    -2%	-2	-3%	-19	4%	-6	128%[activator]	13%	-3	-1%
#6 Cc1ccccc1Cn1ccc(NC(=O)c2nn3cccnc3c2Cl)n1
    -1%	-4	4%	7	4%	-11	-2%	-4%	2	0%
#7 CC(=O)c1ccc(NC(=O)N2C3CCC2CC(O)(c2cccnc2)C3)cc1 (stereo not drawn)
    -1%	-19	2%	8	2%	-1	0%	1%	3	-15%
#8 CN1CCN(C(=S)SCC(=O)Nc2nc(-c3ccccc3)c(-c3ccccc3)o2)CC1
    1%	-2	-6%	-4	-1%	2	-14%	-2%[46.1 µM]	7	?
#9 COC(=O)c1ccc(CNC(=O)COC(=O)C2CC3C=CC2C3)cc1 (stereo not drawn)
    0%	3	6%	6	1%	-7	?	2%	2	2%
#10 CCN(Cc1ccccc1)C(=O)c1oc2ccc(S(=O)(=O)N3CCOCC3)cc2c1C
    -3%	2	2%	30	-1%	-9	3%	-7%	-1	-6%
#11 CN(C)c1cccc(C(=O)NNC(=S)NC2CC3CCC2C3)c1 (stereo not drawn)
    -3%	-17	-5%	-2	1%	-4	1%	3%	1	?
#12 O=C(COc1ccc(S(=O)(=O)N2CCOCC2)cc1Cl)N1CCCC1
    1%	-3	-1%	-14	1%	-2	3%	-2%	2	9%
#13 O=C(COC(=O)COc1cccc(F)c1)NCC1CCCCC1
    /	-1	8%	11	0%	9	/	-8%	/	2%
#14 O=[N+]([O-])c1ccc(-c2nnc(-c3ccccc3)c(N3CCOCC3)n2)cc1
    0%	14	7%	1	-2%	-4	10%	-5%	0	?
#15 C#CCOc1ccc(/C=N/NC(=O)c2cccnc2)cc1OCC
    11%	2	3%	-5	0%	1	10%	-2%	1	?
#16 CSc1nc(-c2ccccc2)nc(SC)c1C(C)=O
    -1%	3	-8%	-15	0%	4	2%	/	-1	4%
#17 CCCn1c(CCNC(=O)c2ccco2)nc2ccccc21
    1%	-7	9%	-11	4%	0	6%	-6%	2	4%
#18 COCCCN=CC1=C(O)CC(c2ccccc2)CC1=O (stereo not drawn)
    4%	-26	2%	6	1%	5	-1%	-4%	-1	-2%
#19 Nc1cccc(Oc2ccc3c(c2)C(=O)NC3=O)c1
    5%	1	-40%[inhibitor]	-11	-1%	3	4%	6%	4	-12%
#20 CCCCCCSc1cc(-c2nc3cc(C)ccn3c2NC2CCCCC2)ccc1OC
    /	5	15%	29	0%	-9	/	1%	/	-4%
#21 CC(C)(C)c1ccc(NC(=O)COC(=O)C2=COCCO2)cc1
    1%	-17	5%	-9	-1%	-15	33%[activator]	2%	-4	-9%
#22 CCN(CC)S(=O)(=O)c1ccc2oc(SCC(=O)NCc3ccccc3)nc2c1
    -1%	-7	/	21	2%	-21	-20%	-6%	-3	-22%
#23 CCn1cc(C(=O)NCc2ccco2)c(=O)c2cc(S(=O)(=O)N3CCCC3)ccc21
    -1%	-3	0%	-3	1%	-6	0%	3%	1	-1%
#24 COc1cc(C)ccc1OCc1cc(C(=O)N2C[C@H]3CC[C@H]2C3)no1
    5%	-13	-4%	-8	-1%	0	27%	3%	/	-8%
#25 O=[N+]([O-])c1cc(C(F)(F)F)ccc1NC1CCN(Cc2ccccc2)C1 (stereo not drawn)
    0%	-80*	2%	15	-1%	-1	2%	-1%	/	-1%
#26 CCOC(=O)C1=C(C)NC(=O)NC1c1ccc(-c2ccc(F)cc2)o1 (stereo not drawn)
    0%	-19	-2%	-7	2%	-13	-2%	-8%	0	-16%
#27 S=c1nc(C2CCCCC2)[nH]c2ccccc12
    1%	-8	15%	7	-3%	-12	-8%	-1%	0	8%
#28 O=C(c1cccc(S(=O)(=O)N2CCOCC2)c1)N(Cc1nnc(-c2ccccc2Cl)o1)C1CC1
    /	2	2%	-11	-2%	-11	/	-67%	/	-7%
#29 Cc1nc2ncnn2c(N2CCC(C(=O)NC3CCCC3)CC2)c1Cc1ccccc1
    -4%	-4	1%	30[activator]	0%	6	-5%	/	5	?
#30 O=C(CCCCC(=O)Nc1ccc(F)cc1)Nc1ccc(F)cc1
    -5%	-1	-5%	6	0%	2	6%	-13%	1	5%

Four compounds from above, ordered by number of heavy atoms, descending:
Values run as follows: GALK inhibitor	hERG WT inh	AT treatment	Giardia killer	Tb PFK inh	TSHR antagonist	MLL CXXC-DNA inh	TCR activator	Coupling enz	BCR signal inh
#23 CCn1cc(C(=O)NCc2ccco2)c(=O)c2cc(S(=O)(=O)N3CCCC3)ccc21
    -1%	-3	0%	-3	1%	-6	0%	3%	1	-1%
#26 CCOC(=O)C1=C(C)NC(=O)NC1c1ccc(-c2ccc(F)cc2)o1 (stereo not drawn)
    0%	-19	-2%	-7	2%	-13	-2%	-8%	0	-16%
#18 COCCCN=CC1=C(O)CC(c2ccccc2)CC1=O (stereo not drawn)
    4%	-26	2%	6	1%	5	-1%	-4%	-1	-2%
#27 S=c1nc(C2CCCCC2)[nH]c2ccccc12
    1%	-8	15%	7	-3%	-12	-8%	-1%	0	8%

Following part.
Values run as follows: GALK inhibitor	hERG WT inh	AT treatment	Giardia killer	Tb PFK inh	TSHR antagonist	MLL CXXC-DNA inh	TCR activator	Coupling enz	BCR signal inh
#31 Cc1ccc(C(=O)NNC(=O)CSc2nnc(-c3ccncc3)n2C)cc1
    -2%	0	10%	8	3%	-15	-2%	5%	2	-2%
#32 Cc1cc2cc3c(cc2nc1SCC(=O)Nc1nc(C)c(C)s1)OCO3
    -1%	-1	-7%	17	-8%	-6	32%[activator]	1%	5	5%
#33 CC(OC(=O)Cn1cnc2c1c(=O)n(C)c(=O)n2C)C(=O)c1ccccc1 (stereo not drawn)
    /	-3	1%	1	-1%	4	/	1%	/	9%
#34 COc1cc(NC(=O)C2CC(c3c(F)cccc3Cl)=NO2)c(OC)cc1Cl (stereo not drawn)
    3%	-5	2%	-6	0%	-3	-1%	/	2	10%
#35 O=C(Cc1cccs1)N1CCN(S(=O)(=O)c2ccccc2)CC1
    0%	17	3%	12	-8%	-11	8%	0%[46.1 µM]	1	0%
#36 COc1cccc(C(=O)C[n+]2cccc3cc(OC)ccc32)c1
    /	-1	2%	-16	0%	25	/	-3%	/	?
#37 CCNC(=O)Cn1cc(C#N)c2ccccc21
    -2%	3	1%	18	-2%	8	1%	-1%[46.1 µM]	0	2%
#38 O=[N+]([O-])c1ccc(-c2nc(C(Cl)Cl)c3ccccc3n2)cc1
    2%	5	-8%	-91*	0%	-3	-5%	-6%	0	?
#39 C=CCn1c(SCc2cccc(C#N)c2)nnc1-c1ccccc1O
    -2%	3	-2%	20	0%	1	7%	-1%	8	7%
